Screening data (PubChem BioAssay)
FLuc modulator: inhibits or activates purified firefly luciferase, miR-21 counter-screen; purified FLuc, Km substrates, luminescence inhibition; Potency, µM (titrated, usually from 57.5 µM), for inactives: top-dose activity change, negative = inhibition, actives largely listed as inhibitors; hit rate 6.9% among 360,000;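 note: potency is the fitted concentration of half-maximal effect; plate controls were vehicle for no effect and reference inhibitor for full effect; nearly all actives have a fitted effect of over 55% in size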
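Purified P. pyralis luciferase (10nM final) with 10uM D-luciferin and 10uM ATP (Km levels) in 50mM Tris acetate pH 7.5, 10mM Mg acetate, 0.01% Tween-20, 0.05% BSA; qHTS 6-point titration, ~60 µM downward; luminescence read.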
Rab9 promoter act: activates the Rab9 promoter; Huh7 Rab9 promoter-luciferase reporter, luminescence, 24 h; Potency, µM (titrated, usually from 9.22 µM), without a hit: at the highest dose activation, negative = inhibition, actives largely listed as activators; hit rate 2.8% among 320,000; note: potency is the fitted concentration of half-maximal effect; % of control where 0% means no effect; nearly all actives have a fitted effect of over 60% in size
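Using Huh7 cells stably transfected with Rab9 promoter–luciferase, compounds were incubated 24 h at 37 °C, 5% CO2; luciferase luminescence was read 10 min after reagent addition.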
Giardia killer: kills Giardia lamblia | Giardia lamblia trophozoite viability | hit rate 0.15% among 340,000 | activity change, % at 7.66 µM, hits read low | AID 540267; in the data active = activity change below about -80%; inconclusive = between about -30% and that limit;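 note: parasites exposed to compound for two days anaerobically before the ATP read; % is set by controls: 0 for no effect and ±100 for the full control effect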
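Luminescent ATP signal served as the viability read-out, measured 15-30 min after adding ATP detection reagent to trophozoites that had been incubated with compounds for 48 hrs at 37 deg C anaerobically at 100 cells/well.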
Tb PFK inh: blocks T. brucei phosphofructokinase; T. brucei PFK, ADP-Glo luminescence; hit rate 0.17% among 330,000; Potency, µM (highest dose often 57.5 µM), inactives show at the top dose activity, negative = inhibition, actives largely listed as inhibitors;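 note: potency is the fitted concentration of half-maximal effect; 0% = uninhibited 1x PFK enzyme wells and -100% = no-enzyme wells; nearly all actives have a fitted effect of over 60% in size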
Target sequence (O15648 whole entry, looked up): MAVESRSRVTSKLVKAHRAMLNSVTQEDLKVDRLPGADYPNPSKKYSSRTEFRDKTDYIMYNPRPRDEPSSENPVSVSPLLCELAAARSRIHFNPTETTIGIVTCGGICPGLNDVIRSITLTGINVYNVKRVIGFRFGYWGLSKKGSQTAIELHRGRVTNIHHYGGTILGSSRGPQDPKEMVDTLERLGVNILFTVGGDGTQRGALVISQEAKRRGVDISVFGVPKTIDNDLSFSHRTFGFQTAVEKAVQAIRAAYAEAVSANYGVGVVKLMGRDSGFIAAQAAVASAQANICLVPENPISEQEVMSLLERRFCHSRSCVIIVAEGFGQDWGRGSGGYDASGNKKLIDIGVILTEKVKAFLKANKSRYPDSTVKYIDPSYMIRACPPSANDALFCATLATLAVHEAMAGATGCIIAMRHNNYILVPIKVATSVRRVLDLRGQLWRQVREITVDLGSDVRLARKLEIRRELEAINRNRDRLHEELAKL
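Activity is normalized to no-enzyme wells (full inhibition) and 1.25 nM enzyme wells (no inhibition). Reaction: 0.5 mM F6P, 0.1 mM ATP, 45 min RT, ADP-Glo luminescence; concentration-response curves fitted and classed by quality.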
RORgamma inh: blocks mouse ROR gamma transcriptional activity; Drosophila S2 Gal4-RORgamma UAS-luciferase reporter, 20 h; Potency, µM (doses to about 53.6 µM), for inactives: at the top dose activity change, negative = inhibition, actives largely listed as inhibitors; hit rate 5.4% among 310,000; note: potency is the fitted concentration of half-maximal effect; % is set by controls: 0 for no effect and ±100 for the full control effect; nearly all actives have a fitted effect of over 60% in size
Target sequence (P51450 whole entry, looked up, the tested form may be a part): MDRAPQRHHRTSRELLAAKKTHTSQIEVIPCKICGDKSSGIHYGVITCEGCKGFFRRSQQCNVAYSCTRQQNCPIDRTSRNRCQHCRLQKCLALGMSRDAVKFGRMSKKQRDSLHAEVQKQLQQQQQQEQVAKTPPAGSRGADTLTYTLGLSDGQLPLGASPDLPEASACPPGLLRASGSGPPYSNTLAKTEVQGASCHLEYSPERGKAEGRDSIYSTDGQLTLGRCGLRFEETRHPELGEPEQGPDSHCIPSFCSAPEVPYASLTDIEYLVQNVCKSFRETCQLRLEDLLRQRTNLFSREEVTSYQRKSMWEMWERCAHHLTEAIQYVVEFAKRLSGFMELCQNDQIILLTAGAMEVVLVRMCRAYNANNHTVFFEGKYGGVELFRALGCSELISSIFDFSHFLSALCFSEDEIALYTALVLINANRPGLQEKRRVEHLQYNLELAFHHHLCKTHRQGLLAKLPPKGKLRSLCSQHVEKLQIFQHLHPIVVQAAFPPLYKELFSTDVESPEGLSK
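Luciferase reporter read in Schneider cells carrying Gal4-RORγ (mouse) and UAS-Photinus luciferase; cells given compound 1 h before 700 uM copper sulfate induction, then incubated 20 h at ambient temperature.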
NPC1 promoter act: activators of NPC1 promoter; Huh7 NPC1 promoter luciferase reporter, 24 h; Potency, µM (top dose mostly 9.22 µM), without a hit: top-dose activation, usual class: activators; AID 485313; hit rate 2.4% among 320,000;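 note: potency is the fitted concentration of half-maximal effect; % of control where 0% means no effect; nearly all actives have a fitted effect of over 60% in size; reporter is driven by a mutant NPC1 promoter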
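Luminescence from an NPC1 promoter-driven luciferase reporter in stably transfected Huh7 cells was measured after 24 h compound treatment at 37 °C, followed by 10 min ambient incubation with luciferase detection reagent.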
VP16 counter: counter-screen for ROR gamma inhibitors: Gal4-VP16 reporter; Drosophila S2 Gal4-VP16 UAS-luciferase, luminescence, 20 h; hit rate 3.5% among 310,000; AID 2546; Potency, µM (top dose mostly 53.6 µM), without a hit: at the highest dose activity, negative = inhibition, usual class: inhibitors;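 note: Gal4-VP16 expression switched on by copper sulfate through the metallothionein promoter; potency is the fitted concentration of half-maximal effect; % is set by controls: 0 for no effect and ±100 for the full control effect; nearly all actives have a fitted effect of over 50% in size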
ELG1 genotoxic: inducers of genotoxicity in HEK293T ELG1-luciferase cells | HEK293T ELG1-luciferase reporter, luminescence, 16 h | Potency, µM (titrated, usually from 46 µM), for the others: at the highest dose activity change, positive = activation, usual class: activators | hit rate 1.3% among 330,000; note: potency is the fitted concentration of half-maximal effect; % of control where 0% means no effect; nearly all actives have a fitted effect of over 60% in size
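Genotoxicity was scored as increased ELG1-luciferase reporter signal, measured by ONE-Glo luminescence (30 min, room temperature). Compound or vehicle exposure of the HEK293T reporter cells lasted 16 hr at 37°C.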
KCNH2 3.1 inh: blocks the human KCNH2 3.1 channel isoform; U2OS KCNH2 3.1, thallium flux FluxOr; active compounds read low; activity change, % (tested at about 1.8 µM); hit rate 0.95% among 340,000;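 active = maximum activity change below -70%; inconclusive = maximum activity change from -70% to -50%; inactive = maximum activity change above -50%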;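 note: thallium influx rate constant from kinetic fluorescence after stimulation buffer; % is set by controls: 0 for no effect and ±100 for the full control effect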
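Normalized rate constant (relative to positive and negative DMSO controls) derived from a 2 min kinetic fluorescence read after stimulation; U2OS cells expressing the 3.1 isoform via virus at 1.77 x 10^8 /mL.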
FBPA coupling cs: inhibits coupling enzyme system, counter-screen for aldolase hits | coupling enzyme system counterscreen, AmpLite Red fluorescence | activity change, negative = inhibition, % at 58.2 µM, hits read low | hit rate 0.67% among 290,000 | AID 2472; in the data active = activity change below about -30%; note: % is set by controls: 0 for no effect and ±100 for the full control effect
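Fluorescence at 525 nm excitation and 598 nm emission measured inhibition of the coupled detection system without aldolase. Compounds (at 57.5 uM final) were preincubated 10 min at room temperature with coupling enzyme reagent before a 20 min substrate/AmpLite Red step.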
uPA generation: cell surface uPA generation inhibition. cell surface uPA generation assay, qHTS. Potency, µM (doses to about 38.3 µM), without a hit: at the top dose activity change, negative = inhibition, actives largely listed as inhibitors. hit rate 0.31% among 330,000; active = well fitted inhibition curve with a large enough effect; inconclusive = small, poorly fitted or top-dose-only effect; inactive = no such curve, though single readings can be large or run the other way; tested in mouse RAW 264.7 cells; note: potency is the fitted concentration of half-maximal effect; % is set by controls: 0 for no effect and ±100 for the full control effect; nearly all actives have a fitted effect of over 55% in size
* hit, by the source's call; ? = inconclusive; / = not tested or not shown; & = joins results of further samples; [ ] = another dose, or the depositor's remark. Unless noted, calls come from the whole dose curve; as a rule, active = well fitted curve in the direction sought with a large enough effect; inconclusive = small, poorly fitted or top-dose-only effect, or another doubt; inactive = no such curve, though single readings can be large; an effect the other way counts as inactive or inconclusive.

SMILES | FLuc modulator | Rab9 promoter act | Giardia killer | Tb PFK inh | RORgamma inh | NPC1 promoter act | VP16 counter | ELG1 genotoxic | KCNH2 3.1 inh | FBPA coupling cs | uPA generation
COc1ccc(NC(=S)N2CCc3ccccc3C2)cc1OC | -10% | 19% | -19 | 1% | 11µM* | 5% | -6% | 11% | -1 | 1 | -5%
CC(C)CCNC(=O)C12CN(Cc3ccccc3)CC1C(c1ccc([N+](=O)[O-])cc1)=NO2 (stereo unspecified) | 13% | 2% | 12 | -7% | ? | 0% | -14% | -13% | -107* | -9 | 5%
CN1CCN(S(=O)(=O)c2ccc3c(c2)NC(=O)C2CCCN32)CC1 (stereo unspecified) | -1% | -3% | -5 | 5% | -1% | -12% | -2% | 0% | 7 | 0 | 1%
CCN(CC)CCNC(=O)Cc1nn(Cc2ccccc2)c(=O)c2ccccc12 | -2% | -2% | 0 | 0% | -5% | -4% | -5% | 1% | 3 | -1 | 3%
COc1cc(OC)c(S(=O)(=O)Nc2ccc(C(=O)N3CCCC3)cc2)cc1NC(C)=O | 2% | -5% | -4 | -1% | -21% | 0% | 19% | -4% | 5 | 0 | -1%
COc1ccc(-c2csc(N(CC3CCCO3)C(=O)c3ccco3)n2)cc1 (stereo unspecified) | -8% | -7% | -3 | -1% | 4% | 2% | -2% | -12% | 2 | -5 | 0%
Cc1ccc(S(=O)(=O)CCC(=O)Nc2sccc2C#N)cc1 | 11% | 4% | 0 | 0% | / | 1% | / | 3% | 10 | / | -7%
COc1cccc(NC(=O)C(=O)N/N=C/c2cc(C)n(-c3ccc(Cl)c(Cl)c3)c2C)c1 | ? | 3% | 11 | -9% | ? | 0% | 18% | ? | ? | 1 | 3%
C[C@]12CC[C@@H]3c4ccc(O)cc4CC[C@H]3[C@@H]1CC[C@@H]2OC(=O)CCC(=O)O | ? | -13% | 17 | 3% | -8% | 0% | -3% | 0% | 7 | 9 | ?
C=C1CCN(Cc2ccccc2)S(=O)(=O)c2ccccc21 | -1% | 2% | ? | 11% | -31%&-6% | -1% | -8%&-5% | 0% | -7 | -4&-5 | ?
CCC(=O)NNc1nc2c(C)cccc2s1 | 6% | -7% | 8 | -8% | 11µM* | -3% | ? | 0% | 8 | -2 | 8%
COc1cccc2c(N/N=C/c3ccco3)cc(C)nc12 | -6% | 19% | 14 | 2% | -25% | 19% | -15% | 6% | -22 | -2 | 12%
CC(C)CC(COCc1ccc(F)cc1)N1CCN(C(=O)c2cccc(C(F)(F)F)c2)CCC1=O (stereo unspecified) | 2% | -2% | 0 | -6% | 58% | -4% | 4% | -3% | 19 | 3 | 14%
O=C(NC(=S)Nc1ccc(Cl)cc1)c1ccccc1 | 11µM* | ? | 4 | 5% | 20µM* | ? | ? | 22% | 3 | 5 | -1%
CCCCn1cc(C(C)(C)C)c(C#N)c1NC(C)=O | -2% | -2% | 4 | 7% | -2% | -2% | 4% | -2% | 3 | 1 | -10%
COc1ccc(-c2noc(CN(C)CCC3CCCCO3)n2)cc1 (stereo unspecified) | -2% | 0% | 9 | 6% | 10% | -2% | -1% | -4% | 1 | 0 | 0%
CCOc1ccc(OCCSc2nc(C)cc(=O)[nH]2)cc1 | 13µM* | ? | -16 | -1% | -38% | ? | ? | ? | 6 | 5 | -1%
CC(C)N(C(=O)COC(=O)c1ccc(Cl)s1)c1ccccc1 | 0% | 1% | -27 | -7% | / | -3% | / | 2% | 12 | / | 1%
O=C(NC1CCCCCC1)C1CCC(CNS(=O)(=O)c2ccc(Br)s2)CC1 (stereo unspecified) | 2% | -2% | 0 | 8% | ? | -4% | ? | 8% | -28 | 2 | -4%
CCOc1ccc(C2=Nn3c(nnc3-c3ccccn3)SC2)cc1 | -14% | -1% | 8 | -4% | 39% | 2% | -11% | 0% | 14 | -1 | -4%
O=C(NC(=S)Nc1ccc(Br)cn1)c1cccs1 | 3.8µM* | ? | -15 | 0% | 2.2µM* | ? | 8.9µM* | ? | -33 | 1 | ?
O=C(COC(=O)CNS(=O)(=O)c1ccc(F)c(F)c1F)NC1CCCC1 | 9% | -1% | -12 | -6% | / | 1% | / | -2% | -2 | / | 2%
N/C(=N\O)c1ccncc1 | -2% | -5% | 6 | 3% | 8% | 1% | 3% | -2% | 1 | -1 | 1%
O=C(CN1CCN(Cc2ccc(F)cc2Cl)C1=O)NCCCN1CCOCC1 | -3% | 0% | 35[activator] | -2% | -14% | -1% | 0% | -4% | 3 | 2 | -5%
Nc1sc(-c2ccccc2)cc1C(=O)N/N=C/c1ccc(Cl)cc1 | 6µM* | -1% | -18 | 1% | -22% | 0% | -2% | 1% | -1 | -1 | 4%
COc1ccc(F)cc1C(=O)C1CCCN(C(=O)CSc2ccccn2)C1 (stereo unspecified) | 2% | 1% | 11 | -6% | 33% | 0% | 8% | -2% | 6 | 2 | 0%
Cn1c(N)c(C(=O)COC(=O)[C@H](Cc2ccccc2)N2C(=O)c3ccccc3C2=O)c(=O)n(C)c1=O | 8% | 1% | -4 | -2% | ? | -3% | -6% | -2% | 1 | 2 | -5%
COc1ccccc1CCNC(=O)C(=O)NCC1CCCN1S(=O)(=O)c1ccccc1 (stereo unspecified) | 0% | 0% | 14 | -2% | / | -8% | / | -12% | 9 | / | -11%
CCn1c(SCC(=O)NC(C)c2ccccc2)nc2ccccc21 (stereo unspecified) | -1% | -2% | -3 | 1% | -17% | 0% | 1% | -4% | -15 | -3 | /
COC(=O)c1sccc1NC(=O)c1ccco1 | 3% | 3% | 11 | -7% | 1% | -1% | 4% | 3% | -1 | -1 | 1%
COC(=O)c1cc(NC(=O)c2cccc(F)c2)cc(C(=O)OC)c1 | ? | -7% | -1 | 1% | -14% | -1% | 18% | -5% | -3 | 1 | -2%
CC(C)c1ccc(NC(=O)C2CCCN(S(=O)(=O)c3ccc4c(c3)C(C)(C)C(=O)N4C)C2)cc1 (stereo unspecified) | ? | -7% | -8 | 1% | 43% | -7% | 6% | -4% | 14 | -4 | ?
O=C(CCCOc1ccc(Cl)cc1)NCC1CCCO1 (stereo unspecified) | -5% | -4% | 13 | -9% | 3% | 0% | -9% | -5% | 2 | -2 | 1%
CCc1ccc(N(C(=O)c2csnn2)C(C(=O)NC2CCCCC2)c2cccnc2)cc1 (stereo unspecified) | -2% | -1% | 7 | -6% | 16% | 1% | -3% | -26% | -10 | 1 | -9%
CCCCSc1cc(=O)[nH]c(N)n1 | 0% | 1% | -19 | 0% | 6% | -2% | -17% | -2% | 15 | 1 | -2%
Cc1nn(C)c(C)c1S(=O)(=O)N(CC(=O)Nc1ccc2c(c1)OCO2)c1ccc(C(C)C)cc1 | 0% | -1% | -10 | 0% | 31% | -5% | -9% | -2% | -11 | -2 | 12%
COC(=O)C1=C(N)Oc2cc(C)[nH]c(=O)c2C1c1cc(OC)c(OC)c(OC)c1 (stereo unspecified) | 1% | -2% | -23 | -1% | -21% | 2% | -1% | 3% | -5 | 0 | 1%
COc1ccc(N=Nc2cc(C)ccc2O)cc1 | 0.48µM* | 0.4µM* | 8 | -6% | ? | 1.1µM* | ? | 3.7µM* | -3 | 1 | ?
O=C1CCCc2c1[nH]c1ccccc21 | -1% | 4% | 15 | -1% | 7% | 2% | 2% | 0% | 3 | -1 | 1%
Cc1nc2ccc(NC(=S)N3CCC(C)CC3)cc2nc1C | -18% | -2% | 4 | 7% | 18% | 11% | -19% | 0% | -22 | 4 | 8%
O=C1CC(N(C(=O)c2ccco2)c2cccc(Cl)c2)C(=O)N1c1cccc(Cl)c1 (stereo unspecified) | 1% | 2% | 8 | 0% | -19% | -6% | -3% | 0% | 10 | -2 | 5%
COCCn1nnnc1C(c1ccccc1)N1CCN(Cc2ccc3c(c2)OCO3)CC1 (stereo unspecified) | 5% | 3% | -13 | -1% | ? | -3% | 1% | -2% | 2 | 2 | -6%
CCOc1ccc(NC(=O)Nc2ccc3c(c2)nnn3C)cc1 | 2% | -1% | 2 | 0% | -1% | 1% | -7% | 8% | 8 | 0 | 6%
c1coc(CNCCCN2CCOCC2)c1 | 3% | -5% | -1 | -4% | -4% | -2% | 5% | 2% | 9 | -3 | /
O=C(NCc1ccccc1)C1CCCN(S(=O)(=O)c2ccc(-n3cnnn3)cc2)C1 (stereo unspecified) | 4% | -3% | 21 | -18% | 4% | 6% | -2% | 0% | -31 | 1 | -1%
